# Compound activity from PubChem.
# LYPLA2 inh: blocks human lysophospholipase 2, a PME1 counter-screen. recombinant LYPLA2, FP-Rh probe fluorescence polarization. inhibition, % at 5.9 µM. actives 0.38% (n = 320,000);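 active = inhibition above the screen-wide mean plus 3 SD, limit set per campaign, cut at about 26% in these data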;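 note: 0% = LYPLA2 with DMSO and 100% = wells lacking LYPLA2 enzyme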
# LYPLA1 counter: counter-screen for PME1 inhibitors: inhibitors of human LYPLA1; O75608; recombinant LYPLA1, FP-Rh probe fluorescence polarization; inhibition, % at 5.9 µM; actives 0.16% (n = 320,000); AID 2174;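 active = inhibition above the mean of all tested compounds plus 3 SD, set per campaign, cut at about 14% in these data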;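 note: inhibitors block serine hydrolase probe labeling of LYPLA1 so polarization falls; 0% = enzyme with DMSO and 100% = wells lacking LYPLA1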
# pPAFAH inh: pPAFAH (human) enzyme inhibition; inhibition, % at 3.39 µM; actives 1.5% (n = 330,000); AID 463082; recombinant pPAFAH, FP-rhodamine probe fluorescence polarization; Q13093;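 active = inhibition above the mean inhibition across the screen plus 3 SD, cut at about 25% in these data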;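 note: inhibitors block binding of the rhodamine activity-based probe so polarization drops; 0% = enzyme with DMSO and 100% = wells lacking pPAFAH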
# PREPL inhibitor: inhibitors of human prolyl oligopeptidase-like enzyme PREPL; Q4J6C6; recombinant PREPL, fluorescence polarization activity-based probe; inhibition, % at 5.96 µM; actives 0.68% (n = 320,000); in the data active = inhibition above about 43%;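 note: 0% = enzyme with DMSO and 100% = wells lacking enzyme; many of its hits are not listed in these tables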
# Target sequence (Q4J6C6 whole entry, looked up): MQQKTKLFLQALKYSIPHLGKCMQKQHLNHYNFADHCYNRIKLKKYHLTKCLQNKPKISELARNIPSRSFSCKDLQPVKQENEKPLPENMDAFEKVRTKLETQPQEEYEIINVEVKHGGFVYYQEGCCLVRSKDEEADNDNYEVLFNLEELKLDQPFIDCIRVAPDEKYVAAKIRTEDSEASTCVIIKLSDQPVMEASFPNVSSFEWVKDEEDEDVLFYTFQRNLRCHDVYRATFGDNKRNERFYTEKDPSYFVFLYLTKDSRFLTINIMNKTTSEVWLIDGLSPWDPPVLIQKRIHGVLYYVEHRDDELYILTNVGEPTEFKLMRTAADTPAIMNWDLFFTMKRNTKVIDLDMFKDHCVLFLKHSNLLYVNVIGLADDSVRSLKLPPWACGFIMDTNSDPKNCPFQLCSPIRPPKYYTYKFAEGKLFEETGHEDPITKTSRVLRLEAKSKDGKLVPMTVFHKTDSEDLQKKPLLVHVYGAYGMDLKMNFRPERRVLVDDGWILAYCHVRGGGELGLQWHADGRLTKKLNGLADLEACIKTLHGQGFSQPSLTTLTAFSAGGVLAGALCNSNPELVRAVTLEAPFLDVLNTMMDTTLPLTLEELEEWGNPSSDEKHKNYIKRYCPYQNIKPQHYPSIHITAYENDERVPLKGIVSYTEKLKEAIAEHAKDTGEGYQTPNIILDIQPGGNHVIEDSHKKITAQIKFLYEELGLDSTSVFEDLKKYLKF
# PAFAH2 inh: PAFAH2 (human) inhibition; recombinant PAFAH2, FP-rhodamine activity probe, fluorescence polarization; actives 0.99% (n = 340,000); inhibition, % at 3.39 µM;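 active = inhibition above the mean over all tested compounds plus 3 SD, cut at about 30% in these data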;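 note: inhibitors block probe labeling of enzyme so polarization drops; 0% = enzyme with DMSO and 100% = wells lacking PAFAH2 protein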
# PAFAH1B2 inh: blocks human PAF acetylhydrolase 1b catalytic subunit 2 | recombinant PAFAH1B2, FP-rhodamine activity probe, fluorescence polarization | actives 1.2% (n = 340,000) | AID 492953 | inhibition, % at 3.39 µM | P68402;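 active = inhibition above the mean of all tested compounds plus 3 SD, cut at about 24% in these data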;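 note: 0% = enzyme with DMSO and 100% = wells lacking PAFAH1B2; many of its hits are not listed in these tables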
# Target sequence (P68402 whole entry, looked up): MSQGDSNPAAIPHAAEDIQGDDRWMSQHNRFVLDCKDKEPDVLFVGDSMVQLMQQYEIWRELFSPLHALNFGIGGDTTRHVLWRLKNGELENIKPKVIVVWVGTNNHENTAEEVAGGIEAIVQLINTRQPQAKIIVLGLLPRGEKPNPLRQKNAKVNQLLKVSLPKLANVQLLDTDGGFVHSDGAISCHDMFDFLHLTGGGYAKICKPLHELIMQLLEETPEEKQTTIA
# PAFAH1B3 FP inh: PAFAH1B3 (human) inhibition. AID 492972. inhibition, % at 3.39 µM. recombinant PAFAH1B3, FP-rhodamine probe, fluorescence polarization. actives 0.28% (n = 340,000). Q15102;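 active = inhibition above the screen-wide average of all tested compounds plus 3 SD, cut at about 25% in these data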;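 note: 0% = enzyme with DMSO only and 100% = wells lacking PAFAH1B3 protein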
# GSTO1 counter: counter-screen for RBBP9 inhibitors: inhibitors of human GSTO1. P78417. recombinant GSTO1, activity-based probe fluorescence polarization. inhibition, % at 5.96 µM. actives 1.1% (n = 300,000);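 active = inhibition above the campaign mean inhibition plus 3 SD, cut at about 35% in these data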;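 note: 0% = GSTO1-1 with DMSO and 100% = wells lacking GSTO1-1 enzyme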
# PAD4 FP inh: inhibitors of human PAD4; Q9UM07; recombinant PAD4, RCA probe fluorescence polarization; inhibition, % at 6.36 µM; actives 0.41% (n = 330,000);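 active = percent inhibition above a cutoff equal to the mean of all tested compounds plus 3 SD, cut at about 15% in these data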;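 note: 0% = PAD4 with RCA probe and DMSO and 100% = probe without PAD4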
# * hit, by the source's call; nt = not tested or not shown. Only part of the results is shown; count on the stated rates, not on these rows.
SMILES,LYPLA2 inh,LYPLA1 counter,pPAFAH inh,PREPL inhibitor,PAFAH2 inh,PAFAH1B2 inh,PAFAH1B3 FP inh,GSTO1 counter,PAD4 FP inh
COc1cc(NC(=O)CSc2ccccc2)c(C(=O)O)cc1OC,0,-1,3,-1,5,13,-4,0,-2
COc1cc(OC)cc(-c2cc3nc(C4CCN(C(=O)OC(C)(C)C)CC4)cc(=O)n3[nH]2)c1,-5,-4,7,15,-3,4,1,-16,-2
Cc1cc(NCc2ccccn2)nc2ccccc12,4,0,3,-4,-2,3,0,-2,-1
Cc1cc(OC(=O)c2ccc(Cl)cc2Cl)c([N+](=O)[O-])c(=O)[nH]1,-4,-3,-2,-1,12,2,0,9,-2
Cc1c(NS(=O)(=O)c2ccc3c(c2)n(C)c(=O)n3C)c(=O)n(-c2ccccc2)n1C,8,-1,3,-2,-1,-1,6,5,5
CC(=O)Nc1cccc(NC(=O)CCn2c(=O)sc3ccccc32)c1,12,-1,0,-9,6,1,4,5,-4
O=C(O)c1ccccc1C(=O)NCc1ccc2c(c1)OCO2,-7,-1,4,-3,5,-1,-4,-8,-4
O=C(O)c1ccc(NS(=O)(=O)c2cc(C(=O)O)ccc2Br)cc1,3,-1,-1,-1,-3,2,15,4,-1
O=c1[nH]cnc2scc(-c3ccc(-c4ccccc4)cc3)c12,-1,-4,-4,-4,3,2,-2,3,-8
O=C(COC(=O)c1ccc(Cl)nc1)NC1CCCc2ccccc21 (configuration not stated),nt,nt,5,-8,10,9,21,nt,1
COc1cccc(CCC(=O)Nc2cccc(S(=O)(=O)N3CCCC3)c2)c1OC,5,1,0,1,-3,-5,-6,nt,1
COc1ccc(/C=C(\C#N)C(=O)c2cccn2C)cc1,-3,3,3,-1,-4,2,2,-7,-5
Cn1ncc([N+](=O)[O-])c1C(=O)Nc1ccccc1Cl,-9,0,-5,3,3,2,3,4,-1
CCOC(CCNC(=O)c1cc(-c2cccs2)nc2ccccc12)OCC,-1,-1,2,-6,-4,5,5,6,2
COc1ccc(C(=O)NCCNC(=O)c2cc(OCC(F)(F)F)ccc2OCC(F)(F)F)cc1,0,3,-3,-3,4,-3,-2,-5,2
CCCCCCC(NC(=O)c1ccc(C)cc1)C(=O)O (configuration not stated),nt,nt,-6,nt,5,0,-1,nt,6
COc1ccc(-c2csc(N3N=C(C)C(C)C3=O)n2)cc1 (configuration not stated),3,2,8,1,4,0,10,7,2
CCN(C(=O)COC(=O)c1ccccc1Cc1ccccc1)C1CCS(=O)(=O)C1 (configuration not stated),3,3,0,-2,0,5,10,-2,0
CC1(C)CC2CC(C)(CN2C(=O)c2ccc([N+](=O)[O-])cc2[N+](=O)[O-])C1 (configuration not stated),-2,6,2,2,0,11,7,0,-3
COc1cc(C(=O)Oc2cccc(/C=N/NC(=O)c3cccnc3)c2)cc(OC)c1OC,-1,-8,3,3,0,-5,-6,2,2

# Just PAFAH1B2 inh and PAFAH1B3 FP inh, for 3 of the compounds above:
molecule	PAFAH1B2 inh	PAFAH1B3 FP inh
COc1ccc(/C=C(\C#N)C(=O)c2cccn2C)cc1	2	2
Cn1ncc([N+](=O)[O-])c1C(=O)Nc1ccccc1Cl	2	3
CCOC(CCNC(=O)c1cc(-c2cccs2)nc2ccccc12)OCC	5	5

# More structures.
SMILES,LYPLA2 inh,LYPLA1 counter,pPAFAH inh,PREPL inhibitor,PAFAH2 inh,PAFAH1B2 inh,PAFAH1B3 FP inh,GSTO1 counter,PAD4 FP inh
O=C(CN(c1ccc2c(c1)OCCO2)S(=O)(=O)c1ccccc1)N1CCN(Cc2ccccc2)CC1,-1,-4,-7,-15,5,8,6,10,0
CCOC(=O)C1CCCN(C(=O)Cn2ncc3c([nH]c4ccccc43)c2=O)C1 (configuration not stated),-1,-2,-1,0,-10,5,2,-3,0
O=C1c2ccccc2C(=O)N1CC(=O)N1c2ccccc2Sc2ccc(C(F)(F)F)cc21,4,-2,2,-3,-5,-1,2,-1,-2
Cc1cc(C(=O)Nc2nnc(C(F)(F)F)s2)cs1,-1,-2,-2,1,2,3,5,-13,-4
CCOC(=O)c1nnn(CC(=O)NC(=O)Nc2ccc(F)cc2)c1C(=O)OCC,0,-1,0,6,-3,1,1,-3,3
COCCCn1c(=O)c2sccc2n2c(CCCC(=O)N3CCN(c4ccccn4)CC3)nnc12,-1,-1,2,6,3,1,12,3,-1
COc1cc(C(=O)O)c([N+](=O)[O-])c(OC)c1OC,-9,-1,5,-3,-2,4,-2,-15,1
CC(C)CCNC(=S)Nc1ccccn1,-6,-1,7,1,-1,1,6,-6,0
Oc1c(Br)cc(Br)cc1C=Nc1cccc2ncccc12,0,5,28*,27,14,4,8,73*,37*
Cc1sc2nc(CSCC(=O)NC3(C#N)CCCCC3)[nH]c(=O)c2c1C,-2,-2,1,21,9,5,3,nt,-5
CCc1noc(C)c1C(=O)OC(C)C(=O)Nc1ccc2c(c1)OCO2 (configuration not stated),6,-3,5,27,-2,1,-2,nt,-2
CCOC(=O)c1c(NC(=S)Nc2ccc(OCC)cc2)sc2c1CCN(C)C2,-4,-3,7,42,2,3,1,5,-1
Cc1cccc(N(C(=O)CNC(=O)c2ccco2)C(C(=O)NCC2CCCO2)c2ccccc2)c1 (configuration not stated),-7,0,0,7,-1,4,3,-1,3
CC(C)Oc1ccccc1OCCCCn1cnc2ccccc2c1=O,1,3,1,18,6,3,9,2,-2
CC1=NN(c2ccccc2)C(=O)C1C(=O)C(=O)Nc1ccc(F)cc1 (configuration not stated),2,1,0,-9,3,3,4,9,9
CN(Cc1ccc2nsnc2c1)Cc1nc(Cc2cccc(F)c2)no1,5,2,9,-3,-3,-1,7,6,-2
Cc1cc(N2CCN(C(=O)OC(C)(C)C)CC2)n2ncnc2n1,4,-4,1,-3,-1,9,5,7,3
Cc1cc(C)c(NC(=O)CN2CCOCCOCCOCCOCC2)c(C)c1,0,0,-4,8,-1,1,-5,15,8
O=C(OCc1ccc(Br)cc1)c1ccncc1,2,0,-3,3,0,12,4,5,6
CCOC(=O)C1CCN(C(=O)COc2cc(C)c(Br)cc2C)CC1,8,-1,-1,17,-2,8,3,-5,2
Oc1ccc(CN2CCN(Cc3ccccc3)CC2)c2cccnc12,6,-2,1,20,-9,-1,1,4,-9
O=C(N/N=C/c1ccc(O)cc1O)NC12CC3CC(CC(C3)C1)C2,-3,-5,2,0,4,21,15,3,-2
COc1ccc(NS(=O)(=O)c2cccc(NC(=O)CNC(C)=O)c2)cc1,-3,1,2,-1,1,-2,3,7,0
COc1ccc2nc(NC3=NCCC3)sc2c1,-1,5,-4,15,1,-1,-1,0,0
Cc1cnc(C(=O)OCC(=O)NC2CCCC(C)C2C)cn1 (configuration not stated),-1,-3,4,5,0,5,5,3,-2
CN(C)NC(=S)Nc1cccc(Cl)c1,-10,-3,-4,1,7,4,4,8,0
O=C(O)CCC1(c2ccccc2)NC(=O)NC1=O (configuration not stated),3,1,-1,-2,0,4,5,14,-1
COC(=O)c1ccc2[nH]c(C(C)(C)O)c(C)c2c1,-8,1,-5,-1,8,0,10,6,1
Cc1ccc(NS(=O)(=O)c2ccc3c(c2)oc(=O)n3C)cc1C,-2,5,16,4,24,13,14,37*,-1
Cc1nn(CC(=O)N(C)C2CCS(=O)(=O)C2)c(C)c1S(=O)(=O)N(C)C (configuration not stated),-1,-3,-1,1,-5,6,2,nt,-1
O=C(NC1CCCC1)C1CCCN1C(=O)Nc1ccccc1Cl (configuration not stated),-2,-2,-4,-1,-6,0,6,-9,1
Cc1onc(-c2ccccc2Cl)c1C(=O)OCC(=O)Nc1cccc(S(=O)(=O)N(C)C)c1,1,-3,9,-6,8,0,-2,-4,2
CC(C)CNC(=O)C(=O)Nc1ccc(N(C)C)cc1,-4,0,-9,8,-1,-2,3,4,0
COc1ccc(C/C(N)=N/OC(=O)c2cccs2)cc1,-5,-3,4,-2,47*,4,10,3,1
COC(=O)[C@H](CCSC)NC(=O)c1cccnc1SC,1,4,-2,4,3,2,-7,4,5
Cn1c(SCC(=O)NC2CC2)nnc1-c1ccc(Cl)cc1,4,-2,-2,16,0,-2,9,nt,1
CC(=O)c1ccc(NC(=O)c2ccc(CNc3c(N4CCOCC4)c(=O)c3=O)cc2)cc1,8,5,-2,35,70*,1,10,10,-2
Cc1ccc(O)c(NC(=O)C2CC(c3c(F)cccc3Cl)=NO2)c1 (configuration not stated),-1,3,-2,10,-2,4,-1,-6,-6
CC(=O)N1c2ccc(S(=O)(=O)N3CCC(C(=O)Nc4cccc(C(F)(F)F)c4)CC3)cc2CC1C (configuration not stated),-10,-9,13,14,-3,-1,-2,0,2
CCOC(=O)C1CCCN(S(=O)(=O)c2ccc3c(c2)C(C)(C)C(=O)N3C)C1 (configuration not stated),-4,0,-1,9,9,0,-1,4,-1
COc1ccc(-c2cn(/N=C/c3ccc(Cl)cc3Cl)c(N)n2)cc1,-8,-4,2,-5,2,1,-9,-1,-1

# With a hit mark in pPAFAH inh, of those listed so far:
Compound	pPAFAH inh	PREPL inhibitor	PAFAH2 inh	PAFAH1B2 inh	PAFAH1B3 FP inh	PAD4 FP inh
Oc1c(Br)cc(Br)cc1C=Nc1cccc2ncccc12	28*	27	14	4	8	37*

# Entries of single compounds as entered above.
# Record of O=C(NC1CCCC1)C1CCCN1C(=O)Nc1ccccc1Cl (configuration not stated) = LYPLA2 inh = -2; LYPLA1 counter = -2; pPAFAH inh = -4; PREPL inhibitor = -1; PAFAH2 inh = -6; PAFAH1B2 inh = 0; PAFAH1B3 FP inh = 6; GSTO1 counter = -9; PAD4 FP inh = 1
# Record of COC(=O)c1ccc2[nH]c(C(C)(C)O)c(C)c2c1 = LYPLA2 inh = -8; LYPLA1 counter = 1; pPAFAH inh = -5; PREPL inhibitor = -1; PAFAH2 inh = 8; PAFAH1B2 inh = 0; PAFAH1B3 FP inh = 10; GSTO1 counter = 6; PAD4 FP inh = 1
# Record of CCOC(=O)C1CCCN(S(=O)(=O)c2ccc3c(c2)C(C)(C)C(=O)N3C)C1 (configuration not stated) = LYPLA2 inh = -4; LYPLA1 counter = 0; pPAFAH inh = -1; PREPL inhibitor = 9; PAFAH2 inh = 9; PAFAH1B2 inh = 0; PAFAH1B3 FP inh = -1; GSTO1 counter = 4; PAD4 FP inh = -1

# Filtered by structure, the entries above with a cyano group (2)
SMILES,LYPLA2 inh,LYPLA1 counter,pPAFAH inh,PREPL inhibitor,PAFAH2 inh,PAFAH1B2 inh,PAFAH1B3 FP inh,GSTO1 counter,PAD4 FP inh
COc1ccc(/C=C(\C#N)C(=O)c2cccn2C)cc1,-3,3,3,-1,-4,2,2,-7,-5
Cc1sc2nc(CSCC(=O)NC3(C#N)CCCCC3)[nH]c(=O)c2c1C,-2,-2,1,21,9,5,3,nt,-5
